MITF primary – human MITF inhibition, primary screen | O75030 | AlphaScreen MITF homodimerization, bead proximity signal | inhibition, % at 2.6 µM | 650,000 tested, 0.91% active | AID 1259374; in the data active = inhibition above about 50%;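 also: 0% = vehicle wells with protein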
Target sequence (O75030 whole entry, looked up): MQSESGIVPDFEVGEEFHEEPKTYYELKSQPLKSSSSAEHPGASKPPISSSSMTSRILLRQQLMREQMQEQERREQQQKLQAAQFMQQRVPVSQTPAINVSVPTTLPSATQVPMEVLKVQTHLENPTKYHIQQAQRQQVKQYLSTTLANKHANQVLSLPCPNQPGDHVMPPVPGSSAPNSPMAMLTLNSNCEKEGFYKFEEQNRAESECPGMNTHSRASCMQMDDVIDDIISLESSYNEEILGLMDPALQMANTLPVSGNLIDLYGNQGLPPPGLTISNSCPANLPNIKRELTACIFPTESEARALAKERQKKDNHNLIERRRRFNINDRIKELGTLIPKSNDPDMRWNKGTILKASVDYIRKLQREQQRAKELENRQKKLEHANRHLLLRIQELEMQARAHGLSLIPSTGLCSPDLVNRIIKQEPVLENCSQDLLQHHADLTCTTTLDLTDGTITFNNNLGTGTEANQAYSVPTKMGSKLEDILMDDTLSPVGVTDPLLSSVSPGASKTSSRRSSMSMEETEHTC
TEAD-YAP inh – TEAD-YAP interaction inhibition. HEK-TIYL cells, TEAD-Gal4/YAP UAS-luciferase luminescence. inhibition, % at 9.12 µM. 640,000 tested, 1.4% active. AID 1259422; in the data active = inhibition above about 32%;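 also: 0% = median of test compound wells and 100% = reference inhibitor wells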
GPR151 ag – activates the human receptor GPR151; AID 1508602; activation, % at 11.2 µM; PathHunter beta-arrestin GPR151 cells, luminescence; Q8TDV0; 650,000 tested, 1% active; in the data active = activation above about 4.9%;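 also: 0% = median of compound wells and 100% = cells with positive control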
Target sequence (Q8TDV0 whole entry, looked up): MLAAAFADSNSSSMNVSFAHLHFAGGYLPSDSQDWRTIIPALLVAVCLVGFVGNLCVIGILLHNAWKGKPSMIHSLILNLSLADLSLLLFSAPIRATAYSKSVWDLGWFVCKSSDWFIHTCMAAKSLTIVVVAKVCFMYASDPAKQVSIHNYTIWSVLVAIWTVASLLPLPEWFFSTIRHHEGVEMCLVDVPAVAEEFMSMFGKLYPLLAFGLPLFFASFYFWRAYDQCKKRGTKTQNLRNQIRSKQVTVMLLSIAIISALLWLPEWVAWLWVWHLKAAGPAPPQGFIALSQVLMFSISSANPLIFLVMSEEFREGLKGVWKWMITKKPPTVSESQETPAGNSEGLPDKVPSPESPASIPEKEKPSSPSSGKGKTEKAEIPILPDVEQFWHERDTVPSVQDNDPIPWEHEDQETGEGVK
FBW7 act – activators of human E3 ligase FBW7 | Q969H0 | AlphaScreen FBW7–phospho-cyclin E peptide binding, activator screen | normalized activity (activation), % at 26.1 µM | 650,000 tested, 0.13% active; in the data active = normalized activity above about 1.9%;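 also: purified mutant Fbw7 with reduced substrate affinity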
Active calls of the source: *.

smiles	MITF primary	TEAD-YAP inh	GPR151 ag	FBW7 act
Cc1ccc(C)c(-n2c(SCC(N)=O)nnc2-c2ccccn2)c1	9	2	-0.8	0.1
C=CCOc1c(I)cc(/C=c2\sc3n(c2=O)C(c2ccccc2)C(C(=O)OCC)=C(C)N=3)cc1OC (stereo unspecified)	2	-8	1.1	0.1
CC(=O)N1CCN(C(=O)c2ccc3c(c2)S(=O)(=O)c2ccccc2C3=O)CC1	6	4	-2.8	0.0
Cc1c(C(=O)NCCC(C)C)sc2ncnc(N3CCOCC3)c12	-12	-7	0.2	-0.2
CCc1ccc(NC(=O)C2=CC(c3cccc(OC)c3)=NS(=O)(=O)N2C)cc1	6	1	-1.1	0.0
CCCCCOc1ccc(C(=O)Nc2cc(C)on2)cc1	6	-14	-1.8	-0.1
CC(C)(C)NS(=O)(=O)c1ccc(C(=O)Nc2ccc3c(c2)OCO3)cc1	10	-36	1.1	0.0
COC(=O)c1ccc(C(=O)N2CCN(C(=O)c3ccc(C(=O)OC)cc3)CC2)cc1	-13	-5	0.1	0.0
CCN1C(=O)C(=NC(C(C)=O)c2ccccc2)SC1=S (stereo unspecified)	-2	-69	0.5	0.0
O=C(Nc1ccc([N+](=O)[O-])cc1)N1CCCCCC1	-4	-7	2.8	0.1
Cc1ccc(C(C(=O)Nc2ccccn2)c2ccc(C)cc2)cc1	8	9	2.7	-0.1
CCCNc1ncnc2c1nc(-c1c(C)nn(C)c1C)n2C(C)C	-8	-22	0.1	0.2
CCOC(=O)C1=C(N)N(c2ccc(N3CCCCC3)cc2)C(=O)C1	-1	-1	0.9	0.0
CCOc1ccc(/C=N/NC(=O)c2cc(C)[nH]n2)cc1OCC	7	4	0.3	0.1
Nc1cc(Cl)ccc1C(=O)OCC(=O)c1cc2ccccc2o1	-7	-2	0.4	-0.1
CCn1c(SCC(=O)Nc2ccccc2C)nnc1-c1ccccc1N	-1	4	1.0	-0.1
COc1cc(OC)c(OC)cc1/C=C/c1nc2cc3ccccc3cc2c(=O)n1-c1ccc(C)cc1Br	-8	-8	2.3	0.0
COc1ccc(Cl)cc1NC(=S)N(Cc1ccc(F)cc1)C1CCCCC1	5	6	-2.0	0.4
COc1cc2ccccc2cc1C(=O)Nc1ccc(-c2nc3ccccc3s2)cc1	10	-15	0.5	-0.1
O=C(N/N=C/c1cccc(Cl)c1)c1ccc2ccccc2n1	1	-22	0.1	0.1

In the list so far, five contain four or more nitrogen atoms:
smiles	MITF primary	TEAD-YAP inh	GPR151 ag	FBW7 act
Cc1ccc(C)c(-n2c(SCC(N)=O)nnc2-c2ccccn2)c1	9	2	-0.8	0.1
Cc1c(C(=O)NCCC(C)C)sc2ncnc(N3CCOCC3)c12	-12	-7	0.2	-0.2
CCCNc1ncnc2c1nc(-c1c(C)nn(C)c1C)n2C(C)C	-8	-22	0.1	0.2
CCOc1ccc(/C=N/NC(=O)c2cc(C)[nH]n2)cc1OCC	7	4	0.3	0.1
CCn1c(SCC(=O)Nc2ccccc2C)nnc1-c1ccccc1N	-1	4	1.0	-0.1

Continuation.
smiles	MITF primary	TEAD-YAP inh	GPR151 ag	FBW7 act
O=C(CCSc1ccccc1)N/N=C/c1ccc(OC2CSC2)cc1	3	0	0.1	0.0
CCOC(=O)C1=C(C)N=c2s/c(=C\c3ccc(-c4ccc(C(=O)OCC)cc4)o3)c(=O)n2C1c1ccc(C)cc1 (stereo unspecified)	-11	3	0.3	0.1
COc1ccccc1OCCn1cc(/C=C2/C(=N)N3N=C(CC(C)C)SC3=NC2=O)c2ccccc21	14	12	0.9	0.0
Cc1ccc(OCC(=O)Nc2cccc(NC(=O)COc3ccc(C)cc3)n2)cc1	3	-9	-1.8	-0.2
COc1ccccc1CNS(=O)(=O)c1ccc(F)c(C(=O)Nc2cccc(Cl)c2)c1	8	11	-0.5	0.5
CCN1C(=O)CSC1=NCCc1ccccc1	-16	-1	1.9	-0.1
O=C(CN1CCN(Cc2cccc(Cl)c2)C1=O)NCCc1ccccc1	-12	2	0.7	-0.5
O=C(CN1CCC(c2ccccc2F)CC1)Nc1nccs1	-8	-1	-0.3	-0.1
Cc1ccc(C)c(-n2c(CNC(=O)c3ccc(S(=O)(=O)N4CCOCC4)cc3)nnc2SCC(=O)Nc2ccc(F)cc2)c1	-7	-2	-0.7	0.0
COc1ccc(CNC(=O)C(CC(C)C)N2Cc3ccccc3C2=O)cc1 (stereo unspecified)	1	4	1.6	-0.1
CN(C)S(=O)(=O)c1ccc(NC(=O)CN2CCCC2)cc1	0	1	-0.2	0.0
CSc1ccc(S(=O)(=O)Nc2ccc(Br)cc2)cc1	13	-1	2.0	-0.2
CC(C)CC(NC(=O)C1CC1)c1nc2cccnc2n1C(C)C (stereo unspecified)	-1	-10	0.2	-0.1
O=C(CC1(O)C(=O)N(CCc2ccccc2)c2ccccc21)c1ccc(Cl)cc1 (stereo unspecified)	-16	8	1.3	0.0
O=C(Nc1ncn[nH]1)c1ccccc1CCc1ccccc1	15	-4	0.8	-0.3
O=C(/C=C1/NCC2c3ccccc3CCN2C1=O)c1ccccc1 (stereo unspecified)	-5	-64	1.4	-0.2
COc1ccc(C2Nn3c(C)nnc3SC2C(=O)N2CCCC2)cc1Br (stereo unspecified)	10	6	5.1*	-0.2
Cc1cccc(C(=O)Nc2nn3c(-c4ccco4)nnc3s2)c1	-1	-5	0.7	-0.2
COc1ccc(CN2CCC(C(=O)NC3CCCCCC3)CC2)cc1OC	-9	-2	0.1	0.1
COc1ccc(C)cc1NC(=O)C1CCCN1S(=O)(=O)c1ccc2c(c1)CCC(=O)N2 (stereo unspecified)	24	-3	-0.7	0.5

Additional entries follow:
smiles	MITF primary	TEAD-YAP inh	GPR151 ag	FBW7 act
COc1cccc(C(=O)Nc2ccc(C(=O)O)cc2NC(=O)c2cccc(OC)c2)c1	-9	2	0.2	-0.2
Cc1ccc(S(=O)(=O)c2ccc(Cl)cc2)cc1S(=O)(=O)Nc1cccnc1	-12	-1	0.1	-0.1
CCc1cccc(OCC(=O)Nc2ccc(S(=O)(=O)Nc3cc(C)on3)cc2)c1	0	-4	2.1	0.0
O=C(Cc1ccc(F)cc1)N/N=C/c1ccc2c(c1)OCO2	5	-56	2.4	-0.1
OC(COc1ccc2c(c1)OCO2)CN1CCN(c2ccccc2)CC1 (stereo unspecified)	13	6	2.0	0.1
CC1(C(=O)O)NC(c2ccccc2O)C2C(=O)N(c3ccc(Cl)cc3)C(=O)C21 (stereo unspecified)	-6	-4	-0.7	-0.1
COc1ccc(OC)c2[nH]c(=O)c(CCNC(=O)c3ccc4c(c3)OCO4)cc12	3	9	-0.7	0.0
CCOc1ccc(NC(=O)c2cccc(C(F)(F)F)c2)c([N+](=O)[O-])c1	7	4	4.3	-0.2
CC1=C(C(N)=O)C(c2ccccc2F)n2nc(CCCO)nc2N1 (stereo unspecified)	-2	-3	1.9	-0.2
CCCCCN=Cc1sc2ccc(OCC)cc2c1O	4	-42	1.6	-0.1
Cc1ccc(/C=C(\C#N)C(=O)N2CCOCC2)s1	14	-13	-0.7	0.2
Cc1ccc(-c2nc(Nc3cccc(C)c3)sc2C)cc1	4	-2	-0.3	0.0
CCOC(=O)C1=C(C)N=c2s/c(=C\c3ccc(-c4cccc(Cl)c4)o3)c(=O)n2C1c1ccc(C(C)C)cc1 (stereo unspecified)	-8	-12	1.7	-0.2
Cc1ccccc1Cn1c(=O)c2c(nc3n2CCCN3c2ccccc2)n(C)c1=O	7	-7	0.2	-0.3
CCC(=O)Nc1cccc(NC(=O)C(Cl)(Cl)Cl)c1	5	-7	-1.3	-0.1
O=C(Nc1nnc(N2CCCC2)s1)Nc1ccccc1Br	0	-23	5.5*	0.1
Nc1nc2c(nc(SCCc3ccccc3)n2C2OC(CO)C(O)C2O)c(=O)[nH]1 (stereo unspecified)	13	4	1.5	0.0
Nc1cc([N+](=O)[O-])ccc1SC1CCS(=O)(=O)C1 (stereo unspecified)	5	-10	-0.2	0.7
COc1ccc(CN2CCC3(CC2)CC3C(=O)NCc2ccccc2C(F)(F)F)cc1O (stereo unspecified)	0	9	-0.6	0.1
CSCCCN1C(=O)CCC1CCNCc1cccc(C)c1 (stereo unspecified)	0	4	-0.4	-0.1

The list goes on:
mol	MITF primary	TEAD-YAP inh	GPR151 ag	FBW7 act
COC(=O)Cn1ncc2c3oc(C)cc3n(C)c2c1=O	1	-12	1.1	-0.1
c1ccc(-n2ncc3c(Nc4ccc5ccccc5c4)ncnc32)cc1	-3	-5	2.8	0.0
CCOC(=O)c1ccc(CN(Cc2ccccc2C)S(=O)(=O)c2cc(C)ccc2C)cc1	-6	-11	-1.0	-0.1
O=C1CCCC(=O)N1c1ccc(N2CCN(c3ccccc3)CC2)c([N+](=O)[O-])c1	4	10	1.1	0.1
Cc1ccc(S(=O)(=O)/N=c2/sc(C)nn2CC(=O)Nc2ccc(F)cc2)cc1	-14	-4	0.1	0.8
Cc1ccccc1NCC(=O)N/N=C\c1ccncc1	2	4	-1.5	0.6
CCOC(=O)C1CCN(c2nc(-c3cccc(C)c3)nc3ccccc23)CC1	1	-3	1.6	0.9
COC(=O)CN1C(=O)S/C(=C/c2ccc(C)o2)C1=O	4	-17	-1.8	-0.2
Cn1c(N)c(S(=O)(=O)N2CCN(c3ccccc3Cl)CC2)c(=O)n(C)c1=O	7	-9	26*	0.2
COc1cccc(NC(=O)CSc2nc3cc4c(cc3c(=O)n2CCC(=O)NCc2ccc3c(c2)OCO3)OCO4)c1	11	-2	-1.0	0.2

The list continues:
mol	MITF primary	TEAD-YAP inh	GPR151 ag	FBW7 act
CN(C)S(=O)(=O)c1ccc(NC(=O)c2n[nH]c(=O)c3ccccc23)cc1	5	-17	-0.1	0.9
COc1cc(/C=C2/C(=N)N3N=C(C(C)C)SC3=NC2=O)ccc1OCCOc1ccc([N+](=O)[O-])cc1	-2	3	-0.8	-0.1
COc1ccc(-c2ccc(=O)n(C[C@H](C)NC(=O)c3ccc4c(c3)n(C)c(=O)n4C)n2)cc1	0	0	-0.6	0.1
CC(=O)c1c(C)[nH]c(C(=O)COc2cc(C)cc(C)c2)c1C	8	7	5.6*	0.0
COC(=O)c1ccc(NC(=O)CCC(=O)OCC(=O)c2ccc(Cl)c([N+](=O)[O-])c2)cc1	-9	5	2.2	0.1
CC(C)(C)Nc1nc(C(N)=O)nc(N2CCOCC2)n1	-5	-18	-1.4	0.0
COc1ccc(-n2cc(C(=O)NC3CCCCC3C)c3ccccc3c2=O)cc1 (stereo unspecified)	-1	3	0.0	-0.1
O=C(COC(=O)c1ccco1)c1ccc(OC(=O)c2ccccc2)cc1	7	8	-0.5	0.0
c1ccc2sc3c(-c4ccncc4)sc4ccccc4[nH]c-3nc2c1	-4	-30	-2.6	0.0
COC(=O)C1=C(C)NC(=O)NC1c1cn(-c2ccccc2)nc1-c1ccc(Br)cc1 (stereo unspecified)	-3	-9	0.1	0.2

Later entries
mol	MITF primary	TEAD-YAP inh	GPR151 ag	FBW7 act
CC12CC3CC(C)(C1)CC(NC(=O)c1ccc(N4CCOCC4)c([N+](=O)[O-])c1)(C3)C2	8	-6	-0.9	-0.1
CCOc1ccc(S(=O)(=O)NC(=O)N(CC)Cc2cc3ccccc3o2)cc1	-11	0	0.8	0.0
CC(=O)OCC1OC(SCCOc2ccccc2)C(OC(C)=O)C(OC(C)=O)C1OC(C)=O (stereo unspecified)	-4	-6	-1.5	-0.1
COc1ccc(NC(=O)c2ccc(S(=O)(=O)N3CC(C)CC(C)C3)cc2)c([N+](=O)[O-])c1 (stereo unspecified)	18	-8	-1.7	0.4
CN1CC=C2C(C#N)=C(N)C(C#N)(C#N)C(c3cccc(O)c3)C2C1 (stereo unspecified)	15	5	-0.3	0.4
COc1cccc(-n2nc(C(=O)NCCCN3CCC(C)CC3)c3ccccc3c2=O)c1	9	1	-1.6	0.2
Cc1cccc(-n2c(O)c(/C=N/c3nnc(-c4ccccc4)s3)c(=O)[nH]c2=O)c1	6	-2	2.1	0.0
CCc1ccc(OCC(=O)NC(C)(C)C)cc1	-3	-11	1.4	0.0
Cc1c(C(=O)Nc2ccc(Cl)c(Cl)c2)sc2ncn(Cc3ccccc3F)c(=O)c12	-3	7	1.8	-0.1
O=c1nc(SCc2cccc3ccccc23)c2c(n1Cc1ccco1)CCCC2	7	-14	1.1	-0.2

Continued.
mol	MITF primary	TEAD-YAP inh	GPR151 ag	FBW7 act
COc1ccc(CCNc2ccc(C(=O)N3CC4CC(C3)c3cccc(=O)n3C4)cc2[N+](=O)[O-])cc1OC (stereo unspecified)	16	-1	-1.3	0.1
COc1ccc(-c2cnn3c(NCc4cc(OC)c(OC)c(OC)c4)ccnc23)cc1	-16	4	-0.2	-0.2
COc1cccc(C(=O)Nc2nnc(SC)s2)c1OC	20	24	-5.4	0.1
O=C(NCc1ccccc1)Nc1ccc(N2CCCS2(=O)=O)cc1	8	-18	-0.3	0.1
CCn1c(=O)cc(OCC(=O)NC2CCCC(C)C2C)c2ccccc21 (stereo unspecified)	-10	3	-0.1	0.1
COc1ccc(CCNC(=O)CSCc2ccccc2Cl)cc1	11	6	0.3	0.1
COc1ccc(Nc2cc(C)nc3c(C)cccc23)cc1	13	12	0.0	-0.1

Screening results from PubChem.
